# Bioassay records as filed in PubChem.
# M5 ag – agonists of human muscarinic M5 receptor (CHRM5); CHO-K1 hM5 cells, Fluo-8 calcium fluorescence; 0% DMSO wells, 100% maximal acetylcholine response; activation, % at 3 µM; 360,000 compounds, 0.19% hits;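 active = activation above the run's mean over test compounds plus 3 SD, cut at about 23% in these data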;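 note: signal is peak over basal fluorescence ratio across the kinetic read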
# Target sequence (P08912 whole entry, looked up): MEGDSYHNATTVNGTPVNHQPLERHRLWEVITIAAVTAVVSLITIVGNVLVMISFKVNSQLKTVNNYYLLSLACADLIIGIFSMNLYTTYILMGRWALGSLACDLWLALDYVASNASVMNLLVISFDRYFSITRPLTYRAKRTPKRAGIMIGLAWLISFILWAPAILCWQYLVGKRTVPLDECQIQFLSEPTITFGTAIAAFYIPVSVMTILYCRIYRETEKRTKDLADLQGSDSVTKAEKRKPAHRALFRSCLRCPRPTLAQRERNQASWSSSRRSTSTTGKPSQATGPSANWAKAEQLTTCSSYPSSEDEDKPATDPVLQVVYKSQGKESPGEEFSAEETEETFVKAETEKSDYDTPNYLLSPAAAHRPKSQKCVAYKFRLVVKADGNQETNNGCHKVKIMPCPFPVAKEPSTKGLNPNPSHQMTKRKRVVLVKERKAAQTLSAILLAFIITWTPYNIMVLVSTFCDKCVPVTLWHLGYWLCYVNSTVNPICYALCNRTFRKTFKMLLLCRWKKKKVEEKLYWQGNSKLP
# M4 antag – blocks acetylcholine activation of human M4 receptor. P08173. CHO-hM4 cells, ACh EC80, Fluo-8 calcium fluorescence. inhibition, % at 3 µM. 360,000 compounds, 0.73% hits. AID 624125;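 active = inhibition above its plate's cutoff, the mean inhibition of sample wells plus 3 SD, cut at about 27% in these data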;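 note: 0% = acetylcholine EC80 with DMSO and 100% = DMSO without agonist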
# Target sequence (P08173 whole entry, looked up): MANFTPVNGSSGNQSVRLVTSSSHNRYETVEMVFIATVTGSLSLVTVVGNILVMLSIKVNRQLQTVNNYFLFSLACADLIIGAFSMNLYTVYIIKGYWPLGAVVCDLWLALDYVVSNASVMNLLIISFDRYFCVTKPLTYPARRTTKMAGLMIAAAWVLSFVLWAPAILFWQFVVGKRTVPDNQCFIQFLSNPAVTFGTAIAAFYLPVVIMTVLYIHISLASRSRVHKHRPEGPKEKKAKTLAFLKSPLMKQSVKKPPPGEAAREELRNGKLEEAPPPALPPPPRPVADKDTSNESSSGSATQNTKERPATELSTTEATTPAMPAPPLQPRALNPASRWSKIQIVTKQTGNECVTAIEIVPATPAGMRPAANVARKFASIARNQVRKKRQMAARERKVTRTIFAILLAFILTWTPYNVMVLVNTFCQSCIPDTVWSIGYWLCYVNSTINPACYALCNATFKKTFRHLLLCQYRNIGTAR
# CHO-K1 Ca antag – M1 antagonist counterscreen hit in parental CHO-K1 cells; ATP-induced calcium, Fluo-8 fluorescence; 360,000 compounds, 0.6% hits; inhibition, % at 3 µM;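 active = inhibition above a per-plate cutoff, the plate's mean sample inhibition plus 3 SD, cut at about 24% in these data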;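 note: 0% = DMSO plus EC80 ATP and 100% = DMSO alone without ATP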
# CHRM5 PAM – potentiates acetylcholine response at human M5 receptor; CHO-K1 hM5, Fluo-8 calcium, ACh EC20 PAM; 0% = ACh EC20, 100% = ACh EC100; AID 624038; P08912; activation, % at 3 µM; 360,000 compounds, 0.3% hits;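 active = activation above the run cutoff, the mean activation of all test compounds plus 3 SD, cut at about 18% in these data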
#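 Measured by: Fluo-8 calcium fluorescence; material: human M5 receptor in CHO-K1 cells; schedule: Post-acetylcholine fluorescence recording 140 s; benchmarks: low control EC20 acetylcholine (0%), high control EC100 acetylcholine (100%); read-out: Max/basal fluorescence ratio as % of EC20–EC100 ACh window; compound: single dose, 3 µM nominal final test concentration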
# M1 ag parental – counter-screen for M1 agonists: effect in parental CHO-K1 cells; AID 602248; 360,000 compounds, 0.48% hits; Fluo-8 calcium fluorescence; scaled to maximal ATP response, vehicle zero; activation, % at 3 µM; in the data active = activation above about 15%;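 note: untransfected CHO-K1 host cells lacking M1 receptor as counterscreen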
# CHO-K1 Ca PAM – counter-screen for M1 PAMs: effect in parental CHO-K1 cells; 360,000 compounds, 0.02% hits; ATP EC20, Fluo-8 calcium fluorescence; 0% at ATP EC20, 100% at ATP max; activation, % at 3 µM; AID 602247;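 active = activation above the run cutoff, the mean activation of all test compounds plus 3 SD, cut at about 40% in these data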;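 note: peak over basal fluorescence ratio in a 140 s read after ATP addition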
# CHRM4 agonist – agonists of human muscarinic M4 receptor (CHRM4). P08173. CHO-K1 hM4/Gqi5, Fluo-8 calcium fluorescence; vehicle 0%, full acetylcholine response 100%. activation, % at 3 µM. 360,000 compounds, 0.14% hits. AID 624127;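 active = activation above the run mean over all test wells plus 3 SD, cut at about 32% in these data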;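 note: peak over basal fluorescence ratio per well then scaled between controls; 0% = DMSO wells and 100% = acetylcholine at EC100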
# M4 PAM – potentiates acetylcholine response at human M4 receptor; 360,000 compounds, 0.4% hits; AID 624126; CHO-K1 hM4/Gqi5, Fluo-8 calcium fluorescence, ACh EC20; 0% = ACh EC20, 100% = maximal ACh; activation, % at 3 µM; P08173;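 active = activation above its plate's cutoff, the mean activation of sample wells plus 3 SD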; note: some results filed as inactive read as strong as hits
# M5 antag – antagonists of human muscarinic M5 receptor (CHRM5) | 360,000 compounds, 0.59% hits | CHO-hM5 cells, Fluo-8 calcium fluorescence, ACh EC80 | AID 624040 | inhibition, % at 3 µM | P08912;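 active = inhibition above a per-plate cutoff, the mean of that plate's test compounds plus 3 SD, cut at about 27% in these data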;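 note: 0% = acetylcholine EC80 with DMSO and 100% = DMSO without agonist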
# * = called active by the depositor.
mol	M5 ag	M4 antag	CHO-K1 Ca antag	CHRM5 PAM	M1 ag parental	CHO-K1 Ca PAM	CHRM4 agonist	M4 PAM	M5 antag
Cc1ccc(NC(=O)CSc2ccccn2)cc1S(=O)(=O)N1CCOCC1	3	-7	5	4	-0.8	9	3	7	9
C/C(=N\NC(=O)CC(C)C)c1c(C(F)(F)F)[nH]n(-c2nc3ccccc3s2)c1=O	1	1	10	9	-0.1	-19	0	-14	1
COCCN(C(=O)COC(=O)c1ccccc1Cc1ccccc1)c1c(N)n(Cc2ccccc2)c(=O)[nH]c1=O	0	-9	-4	4	1.2	18	2	6	4
C=CCOc1ccc(CN(C)C(=O)CNC(=O)c2ccc(-c3ccccc3)cc2)cc1	-1	8	15	-3	4.8	-4	5	-14	13
Cn1c(OCC2CCCO2)nc2cc(-c3ccccc3)sc2c1=O (centres undefined)	3	-2	-4	-6	2.1	5	4	-2	7
COC(=O)C1CCN(c2cc(=O)n(Cc3ccc(F)cc3)c(=O)[nH]2)CC1	3	3	-4	1	0.4	14	1	-6	-8
COc1cc2c(C(=O)N3CCN(c4cccc(Cl)c4)CC3)cn(CC(C)C)c(=O)c2cc1OC	1	-7	-12	-8	1.0	2	4	0	0
CCC1(C)CC(=O)N(c2ccc(F)c(Cl)c2)C(=O)C1	-4	-2	-11	-2	0.8	-6	1	-6	5
CCOc1ccc(Cl)cc1S(=O)(=O)N1CCC(C(=O)NCc2ccco2)CC1	-4	-9	-6	-1	5.2	-4	4	0	4
COc1cc2c(cc1OC)CN(C(=O)CN1C(=O)NC3(CCC(C)CC3)C1=O)CC2 (centres undefined)	1	-17	-16	-5	0.0	18	1	15	7
Cc1cccc(-n2ncc3c2CCCC3NC(=O)CCCN2CCCCC2=O)c1C (centres undefined)	-4	-3	-9	1	1.4	3	3	11	16
COc1ccc(CNC(=O)[C@@H](C)NC(=O)[C@@H]2Cc3ccccc3CN2)cc1	0	-6	10	6	0.1	-4	1	11	-3
Cc1nc(C)c(C(=O)N2CCCC(C(=O)c3ccc4ccccc4c3)C2)s1 (centres undefined)	1	-5	8	-4	5.6	-22	9	-7	11
COc1cc(/C=C2/C(=O)N(C)C(=S)N2C)ccc1OCc1cccc(F)c1	1	-5	-3	3	0.1	1	1	10	-2
CCOc1ccc(S(=O)(=O)N2CCOCC2)cc1NC(=O)c1ccccc1F	-1	2	-6	-4	0.1	-8	1	-3	11
CCc1ccc(NC(=O)Cc2ccc(NC3=NC4CS(=O)(=O)CC4S3)cc2)cc1 (centres undefined)	2	1	-6	-2	0.0	2	0	3	4
CCCCNC(=O)COC(=O)c1ccc(Cl)c(S(N)(=O)=O)c1	3	-1	1	9	-0.2	-5	1	26	-3
O=C(CSC1=NS(=O)(=O)c2cc(Cl)ccc2N1)c1ccc(Cl)cc1	4	-8	-5	-2	0.5	4	1	2	5
CCCN1CCN(CCCNC(=O)c2ccc(NC(=O)C3=C(C)OCCS3)cc2)CC1	-6	-5	-13	-5	0.4	8	1	-1	14
CC(=O)c1cccc(OCc2cc(C(=O)N(C)CCc3cnn(C)c3)no2)c1	-4	-12	-4	-3	0.3	12	2	11	10
COc1cc(C(=O)NCCc2ccc(F)cc2)c([N+](=O)[O-])cc1OC	-3	-7	3	-1	0.2	14	2	3	3
CSc1nnc(-c2ccc(S(=O)(=O)N3CCCCC3)cc2)o1	-5	-26	-6	1	1.1	-7	1	-1	-3
CC(=O)c1ccc(N2C(=NC(=O)C3CCCCC3)SC3CS(=O)(=O)CC32)cc1 (centres undefined)	-2	-4	-13	2	1.7	13	1	2	2
C[C@H](CO)N1C[C@H](C)[C@H](CN(C)Cc2ccc(C(=O)O)cc2)OCc2ccccc2-c2c(n(C)c3ccccc23)C1=O	0	-8	-5	13	0.1	2	1	-2	-11
CCCCn1nnc(NC(=O)c2sc3cc(Cl)ccc3c2Cl)n1	-2	-1	5	-3	1.0	-3	1	3	1
Cn1c(Oc2ccccc2NCc2cccc(Br)c2)cc(=O)n(C)c1=O	-8	-4	-10	-9	0.4	14	0	-2	-4
O=C(Nc1nc2ccccc2[nH]1)c1ccccc1OC(F)F	-2	-23	-15	-3	1.1	19	5	10	0
Cc1nn(C)c(C)c1CS(=O)(=O)c1ccccc1	-2	12	-3	-2	8.7	22	3	5	4
CC(C)(C)OC(=O)N1CCC(c2c(C(=O)O)cnn2-c2ccccc2)CC1	3	-1	-14	-2	-0.2	10	0	-1	4
O=C(CCC(=O)OCC(F)(F)C(F)F)Nc1ccc(F)cc1F	0	13	7	3	0.4	-6	0	-1	-1
COc1cccc(NC(=O)CN(C)C(=O)c2cccc(S(=O)(=O)N3c4ccccc4CC3C)c2)c1 (centres undefined)	1	3	3	-4	1.9	2	8	-2	-2
O=[N+]([O-])c1ccc(NCc2ccccc2)nc1	-4	4	1	-3	0.7	0	1	0	4
CC(c1ccccc1)n1c(S(=O)(=O)O)nc2ccccc21 (centres undefined)	-1	3	-3	-2	0.3	-10	0	-6	11
COc1ccc(OC)c(NC(=O)C2CC(=O)N(c3ccccc3)C2)c1 (centres undefined)	2	-1	15	-1	0.3	-6	2	3	-1
COc1ccc(S(=O)(=O)N2CCOCC2)cc1NC(=O)CN(C)CC(=O)Nc1cccc(F)c1	-1	-2	-18	-3	0.5	8	2	-3	5
C=C(CO)C1Cc2cc(C(C)=O)ccc2O1 (centres undefined)	2	-3	1	-5	1.3	22	9	-5	7
CN(C)CCN1CCN(C2CN(Cc3cn(Cc4cccc(C(F)(F)F)c4)nn3)S(=O)(=O)C2)CC1 (centres undefined)	-1	-1	-14	-1	-0.1	-2	-1	-2	3
NC(=O)c1ccc(Cc2ncc(C(F)(F)F)cc2Cl)s1	-1	-1	-21	-1	0.6	20	1	18	2
CC1=NN(c2ccc(Cl)c(C(=O)O)c2)C(=O)/C1=C\c1ccc(-c2ccc(C(=O)O)cc2)o1	-2	-5	6	-2	-0.4	3	1	0	6
Nc1ccc(S(=O)(=O)N2CCC(Cc3ccccc3)CC2)cc1	-3	-4	-10	1	2.0	1	2	-1	1
Cn1nnnc1SCC1=C(C(=O)O)N2C(=O)C(NC(=O)C3CC3c3ccccc3)C2SC1 (centres undefined)	-2	7	-8	3	-0.6	5	0	7	10
COc1ccc(CNS(=O)(=O)c2c(C)[nH]c(C)c2C(=O)N2CCCCC2)cc1	-4	3	-12	3	0.7	22	1	4	3
O=C(COC(=O)c1c(Cl)cccc1Cl)Nc1cc(Cl)ccc1Oc1ccccc1	1	-4	0	2	-0.4	4	0	6	-1
Cc1csc2nc(O)c(C(=O)NCCN3CCOCC3)c(=O)n12	3	6	0	3	0.6	-1	2	5	1
CSc1ccc(C(=O)C2CCCN(C(=O)c3cc(C)n(C)n3)C2)cc1 (centres undefined)	-2	-5	-4	1	1.6	5	3	14	1
COc1ccc2c(c1)SCCC2=O	1	4	-5	5	0.7	16	1	-2	-7
CCCCN(CC)CCCNC(=O)c1cc2c(=O)n(C)c3ccccc3c2n1C	-1	-8	-8	-2	-0.1	22	0	3	-6
Cc1cc(C)cc(C(=O)NC(=S)Nc2ccc3[nH]c(=O)[nH]c3c2)c1	1	-1	-4	-4	0.0	21	0	5	2
O=C1c2ccccc2-c2cccc(C(=O)N3CCN(C(=O)c4ccccc4)CC3)c21	-3	-10	-5	-5	0.5	-13	4	-1	2
COC(=O)C(C(=O)OC)C(C(C)C)C(C(=O)OC)C(=O)OC	-2	12	-4	1	0.0	-6	0	-4	3

# Pulled by compound from above, three records:
mol	M5 ag	M4 antag	CHO-K1 Ca antag	CHRM5 PAM	M1 ag parental	CHO-K1 Ca PAM	CHRM4 agonist	M4 PAM	M5 antag
CCOc1ccc(S(=O)(=O)N2CCOCC2)cc1NC(=O)c1ccccc1F	-1	2	-6	-4	0.1	-8	1	-3	11
Cc1cccc(-n2ncc3c2CCCC3NC(=O)CCCN2CCCCC2=O)c1C (centres undefined)	-4	-3	-9	1	1.4	3	3	11	16
COc1ccc(OC)c(NC(=O)C2CC(=O)N(c3ccccc3)C2)c1 (centres undefined)	2	-1	15	-1	0.3	-6	2	3	-1

# Additional records:
mol	M5 ag	M4 antag	CHO-K1 Ca antag	CHRM5 PAM	M1 ag parental	CHO-K1 Ca PAM	CHRM4 agonist	M4 PAM	M5 antag
COCCNC(=O)C(=O)NCC1OCCCN1S(=O)(=O)c1cccs1 (centres undefined)	1	-1	-2	4	-0.1	8	0	-1	-2
O=C(CCC(=O)N(CC(=O)NC1CCCC1)Cc1ccccc1Cl)Nc1nccs1	-2	-1	-6	-3	0.0	9	0	1	9
Cc1cc(/C=C(/C#N)C(=O)O)c(C)n1-c1cccc2ccccc12	-8	-14	-12	0	0.6	13	0	0	-5
Cc1ccc(NC(=O)c2cccs2)cc1NC(=O)c1ccco1	-1	-3	-19	4	0.6	22	0	10	-7
CCOC(=O)c1ccc2c(c1)nc(SC/C(O)=C(\C#N)c1nc3ccccc3[nH]1)n2CC	-1	1	-2	4	-0.3	5	0	-1	-6
COc1ccc(NC(=O)CSc2ncnc3c2sc2ccccc23)c(OC)c1	2	-12	5	-4	-0.1	-10	0	-5	9
COc1cc(S(=O)(=O)N(Cc2cccnc2)Cc2cccc(OC)c2OC)ccc1-n1cnnn1	-4	-9	-7	-5	2.6	-1	5	2	6
Cc1nnc(C)c2c(C)n(-c3ccccc3)c(C)c12	-7	-10	-13	7	0.9	7	0	-2	6
O=C(CSc1nnc(C2CC2)n1CC1CCCO1)Nc1ccccc1Cl (centres undefined)	-1	-7	-8	3	0.4	13	1	-1	0
O=C(CN1C(=O)c2cccc([N+](=O)[O-])c2C1=O)N1CCN(c2ccc(F)cc2)CC1	-3	1	-11	-8	0.7	6	0	-3	1
CCOC(=O)CN(C(=O)COC(=O)C1=NNC(=O)CC1)c1ccc(F)cc1	-1	-5	-13	-3	0.3	-1	1	3	17
Cc1noc(C)c1COc1ccccc1C(=O)N1CCN(S(=O)(=O)c2ccccc2F)CC1	-6	-10	16	-6	0.0	-25	7	6	4
COP(=O)(CN(Cc1ccccc1)C(=S)Nc1c(C)cccc1C)OC	3	2	7	0	0.3	-21	1	-1	3
CCOC(=O)N1CCN(c2c(N3CCN(c4ccc(F)cc4)CC3)c(=O)c2=O)CC1	0	1	-4	-5	0.3	4	0	-7	2
COCCNC(=O)c1oc2ccc3c(c2c1C)C(O)CC(C)(C)O3 (centres undefined)	-1	-20	-2	-4	0.7	-4	1	1	0
Cn1c(CC(=O)Nc2ccccc2)nnc1SCC(=O)NC1=NCCS1	0	12	-1	-3	0.3	-4	0	-1	13
Cc1ccc(NC(=O)c2cc(S(=O)(=O)N3CCCCC3)cs2)cc1	1	0	13	-12	2.0	-6	6	-12	3
COc1ccc(/C=N/n2c(C)nc3sc(C)c(C)c3c2=O)cc1	-4	-3	-2	3	0.1	4	1	0	4
O=c1[nH]cnc2ccccc12	2	-4	17	-4	-0.5	-21	0	2	15
COc1ccccc1OCC(=O)Nc1cccc(-c2nc3ccccc3o2)c1	-1	-15	-6	-11	3.0	-5	15	-5	0
